LDHA block: LDHA (human) enzyme inhibition; P00338; purified LDHA, NADH/diaphorase-resazurin fluorescence; active compounds read low; activity change, % (values are at about 110 or 230 µM); actives 0.15% (n = 480,000); AID 1347041; in the data active means activity change below about -30%; inconclusive means mostly about -25% to -30%;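 further: plate controls were DMSO wells for no effect and wells without enzyme for full effect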
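Resorufin fluorescence (ex540/em590), read at 0 and 20 min after diaphorase/resazurin addition, reports the NADH left after a 5 min room-temperature reaction of 2 nM human LDH5 with 0.06 mM NADH and 0.2 mM pyruvate.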
RXFP1 ag: activates the human relaxin receptor RXFP1; AID 2676; Q9HBX9; actives 0.3% (n = 370,000); HEK293T-RXFP1 cAMP TR-FRET, 30 min; response scale: percent of porcine relaxin response, buffer zero; Potency, µM (top dose mostly 57.5 µM), inactives show at the top dose activation, usual class: activators; further: potency means the concentration at half of the fitted maximal effect; on the % scale 0 is the no-effect control and ±100 the full control effect; nearly all actives have a fitted effect of over 60% in size; many of its hits are not listed in these tables
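HEK293 cells stably expressing RXFP1, treated 30 min at 37C with compounds plus PDE4 inhibitor Ro 20174; cAMP measured by HTRF TR-FRET. Normalized to buffer and 29 nM porcine relaxin; EC50 by Hill fit.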
PI4K2A block: blocks human PI4K2A kinase activity; Q9BTU6; activity change, negative = inhibition, % at 76.9 µM; purified PI4K2A, ADP-Glo luminescence, 1 h; active compounds read low; actives 0.13% (n = 420,000); in the data active means activity change below about -50%; inconclusive means mostly about -30% to -49%;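 further: -100% = wells without enzyme as full effect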
Target sequence (Q9BTU6 whole entry, looked up): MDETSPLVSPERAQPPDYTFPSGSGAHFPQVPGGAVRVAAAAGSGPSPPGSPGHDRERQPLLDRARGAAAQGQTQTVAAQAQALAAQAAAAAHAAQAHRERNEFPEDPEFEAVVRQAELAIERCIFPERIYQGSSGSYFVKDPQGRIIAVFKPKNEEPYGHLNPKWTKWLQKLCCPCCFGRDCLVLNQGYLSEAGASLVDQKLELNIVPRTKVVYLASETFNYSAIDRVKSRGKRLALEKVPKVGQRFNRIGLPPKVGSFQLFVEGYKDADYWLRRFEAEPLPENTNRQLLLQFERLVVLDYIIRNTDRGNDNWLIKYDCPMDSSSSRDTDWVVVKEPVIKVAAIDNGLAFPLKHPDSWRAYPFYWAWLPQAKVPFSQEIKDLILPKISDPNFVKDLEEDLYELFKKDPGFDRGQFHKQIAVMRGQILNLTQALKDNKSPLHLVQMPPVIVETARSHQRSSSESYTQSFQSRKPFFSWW
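PI4K2A activity was measured by ADP-Glo luminescence: enzyme (4 ug/mL stock) and phosphatidylinositol (1.2 mM stock) in Tris pH 7.5/MgCl2/EGTA/Triton X-100 buffer were reacted with ATP (300 microM stock) for one hour at ambient temperature.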
USP1-UAF1 inh: blocks the human USP1/UAF1 deubiquitinase complex; O94782; recombinant USP1/UAF1, Ub-Rhodamine cleavage fluorescence; Potency, µM (series often up to 57.1 µM), for inactives: at the top dose activity change, negative = inhibition, actives largely listed as inhibitors; actives 0.23% (n = 390,000); further: potency means the concentration at half of the fitted maximal effect; on the % scale 0 is the no-effect control and ±100 the full control effect; nearly all actives have a fitted effect of over 60% in size; inactives centre near -12
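1 nM enzyme complex + cpd, 15 min RT; start with Ub-Rho 150nM final; kinetic fluorescence ex 480/em 540, 6 reads q60 s. Buffer 50mM HEPES pH 7.8, 0.5mM EDTA, 0.1 mg/ml BSA, 1mM TCEP, 0.01% Tween-20.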
GRP78 ERSR act: induces the endoplasmic reticulum stress response in human glioma cells | actives 0.02% (n = 420,000) | U87-MG GRP78 promoter luciferase reporter, 16 h | AID 602332 | Potency, µM, inactives show at the top dose activation, most hits filed as activators; further: potency means the concentration at half of the fitted maximal effect; series mostly up to about 76 µM; % of control where 0% means no effect; nearly all actives have a fitted effect of over 35% in size
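Stably transfected U87-MG glioma cells carrying a GRP78-based luciferase sensor; 16 h compound incubation. Luminescence end-point read 10 min after Bright-Glo addition at room temperature.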
TrxR1 substrate: substrates of rat thioredoxin reductase 1; O89049; purified TrxR1 substrate turnover, NADPH consumption readout; Potency, µM (doses to about 114 µM), inactives show at the highest dose activity change, negative = substrate turnover; actives 0.01% (n = 390,000); AID 588456; further: potency means the concentration at half of the fitted maximal effect; on the % scale 0 is the no-effect control and ±100 the full control effect; nearly all actives have a fitted effect of over 50% in size
Target sequence (O89049 whole entry, looked up): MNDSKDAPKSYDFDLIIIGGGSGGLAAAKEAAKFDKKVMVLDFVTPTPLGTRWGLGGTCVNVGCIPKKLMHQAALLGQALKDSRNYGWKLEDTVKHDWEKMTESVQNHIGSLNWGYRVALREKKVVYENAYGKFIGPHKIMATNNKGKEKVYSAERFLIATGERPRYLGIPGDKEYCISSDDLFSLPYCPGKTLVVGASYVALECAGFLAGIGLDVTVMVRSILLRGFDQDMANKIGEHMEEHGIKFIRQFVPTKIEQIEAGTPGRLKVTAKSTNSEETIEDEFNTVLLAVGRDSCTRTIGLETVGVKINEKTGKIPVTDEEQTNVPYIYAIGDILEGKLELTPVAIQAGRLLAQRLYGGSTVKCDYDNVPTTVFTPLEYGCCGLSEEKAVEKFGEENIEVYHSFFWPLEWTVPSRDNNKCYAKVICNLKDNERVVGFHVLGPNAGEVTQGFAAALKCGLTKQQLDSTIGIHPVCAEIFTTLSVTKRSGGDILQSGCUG
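Rat TrxR1, dispensed at 90 nM, was prereduced with 400 uM NADPH (final) for 5 min at ~22 deg C, then incubated with compound 15 min before 400 uM selenite. A first-read NADPH fluorescence drop versus no-compound background flagged substrates.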
Vif-A3G inh: blocks the Vif interaction with human APOBEC3G; Potency, µM (top dose mostly 46.1 µM), without a hit: top-dose activity, negative = active, actives largely listed as inhibitors; HeLa A3G-eYFP + Vif (tagged APOBEC3G with the HIV-1 protein that degrades it), YFP fluorescence, overnight; Q9HC16; actives 0.076% (n = 410,000);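 further: potency means the concentration at half of the fitted maximal effect; on the % scale 0 is the no-effect control and ±100 the full control effect; nearly all actives have a fitted effect of over 60% in size; hits raise eYFP signal because A3G escapes Vif-driven loss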
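HeLa cells stably expressing Vif and C-terminally eYFP-tagged A3G, seeded overnight at 37 deg C, then exposed to compound by pintool overnight at 37 deg C. Rise in yellow fluorescence (Ex 488/Em 500-530, Acumen) marks blocked Vif-driven A3G degradation.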
Vif-APOBEC3F blk: blocks the Vif interaction with APOBEC3F. HeLa A3F-eYFP + Vif (tagged APOBEC3F with the HIV-1 protein that degrades it), YFP fluorescence increase. Potency, µM (series often up to 46.1 µM), for the others: at the top dose activity, negative = active. actives 0.2% (n = 390,000); further: potency means the concentration at half of the fitted maximal effect; % of control where 0% means no effect; nearly all actives have a fitted effect of over 65% in size
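HeLa cells stably expressing A3F-eYFP plus Vif, plated and incubated overnight at 37 deg C, then exposed to compounds overnight at 37 deg C. Blocked degradation read as raised yellow fluorescence (Ex 488/Em 500-530).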
IDH1 R132H inh: blocks human mutant IDH1 R132H enzyme. actives 0.093% (n = 390,000). O75874. AID 602179. IDH1-R132H enzyme, NADPH consumption, diaphorase/resazurin fluorescence. Potency, µM (titrated, usually from 76.6 µM), for inactives: top-dose activity change, negative = inhibition, actives largely listed as inhibitors; further: potency means the concentration at half of the fitted maximal effect; on the % scale 0 is the no-effect control and ±100 the full control effect; nearly all actives have a fitted effect of over 65% in size
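IDH1-R132H (0.5 ug/mL) preincubated 30 min with compound, then NADPH (0.016 mM) and alpha-KG (2 mM) added; 80 min at RT, pH 7.5. Remaining NADPH coupled via diaphorase/resazurin to fluorescence (540/590 nm); concentration-response curves normalized to no-enzyme control.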
* hit, by the source's call; ? = inconclusive; . = not tested or not shown; & = joins results of further samples; [ ] = remark or other dose. Unless noted, the call rests on the fitted dose curve; in most records, active means well fitted curve in the direction sought with a large enough effect; inconclusive means small, poorly fitted or top-dose-only effect, or another doubt; inactive means no such curve, though single readings can be large; an effect the other way counts as inactive or inconclusive. A portion of the library. The share of hits here may be higher or lower than overall.

SMILES	LDHA block	RXFP1 ag	PI4K2A block	USP1-UAF1 inh	GRP78 ERSR act	TrxR1 substrate	Vif-A3G inh	Vif-APOBEC3F blk	IDH1 R132H inh
CCN(CC(=O)Nc1c(F)cccc1F)C(=O)c1ccc(C(=O)c2ccccc2)cc1	-2	-0.9%	-1	0%	-1%	-5%	-2%	0%	4%
Cc1c(Cl)cccc1NC(=O)CSCc1cc(=O)[nH][nH]1	-1	-0.4%	-5	-2%	-1%	-7%	1%	1%	1%
O=C(c1cc([N+](=O)[O-])ccc1Cl)N1CCc2ccccc21	3	0.7%	1	-6%	-5%	-7%	-3%	1%	7%
CC(C)CNC(=O)c1cccc(C(=O)NCC(C)C)c1	-3	0.0%	5	-14%	-6%	9%	1%	-1%	1%
Cc1nc2ccc(C(=O)N(C)Cc3ccco3)cn2c1N(C)C(=O)CCc1ccccc1	-15	.	-1	.	-2%	.	-1%	.	.
C=C(Cl)COc1ccc2c(CC)cc(=O)oc2c1	2	-0.1%	1	-2%	-2%	50%[activator]	1%	0%	10%
COc1ccc(C(=O)NCc2cc(C)nc3ccccc23)cc1OC	-1	-1.6%	-3	-10%	-5%	-4%	-1%	5%	1%
N#Cc1c(F)cccc1N1CCOCC1	-5	-1.3%	-17	-14%	-4%	59%[activator]	-1%	.	3%
O=C(NCCCN1CCOCC1)C(=O)N/N=C/c1cccc2ccccc12	0	1.0%	2	?	-1%	7%[11.4 µM]	-2%	-22%	2%
CCCn1c(=O)c(C(=O)NCCc2ccc(Cl)cc2)c(O)c2ccccc21	-8	0.8%	-1	0%	-4%	-2%	1%	-3%	2%
CCCCOC(=O)CSc1n[nH]c(=O)[nH]c1=O	-5	-0.1%	5	-19%	0%	-1%	4%	6%	10%
O=C(CCN1C(=O)c2ccccc2S1(=O)=O)Nc1nc2c(s1)CCCC2	-1	1.8%	6	-19%	4%	6%	-5%	-2%	2%
CN(C)/C=C/C(=O)c1cnc(-c2cccc(Cl)c2)s1	-1	4.0%	-4	-19%	0%	-1%	0%	5%	0%
OC(CSc1ccccc1)CN1CCN(c2cccc(Cl)c2)CC1 (configuration not stated)	0	.	-4	-10%	-2%	12%[57.1 µM]	-4%	-11%	9%
Cc1ccccc1N=C1SC(CC(=O)Nc2ccc3ccccc3c2)C(=O)N1Cc1ccccn1 (configuration not stated)	-5	5.5%	-3	-16%	-2%	0%	-9%	6%	-8%
COC(=O)c1sccc1Oc1ccc(F)cc1[N+](=O)[O-]	-4	0.8%	-18	-15%	-1%	4%[2.29 µM]	0%	.	9%
C=CCn1c(SCC(=O)c2ccc(Br)cc2)nnc1C(CC(C)C)NC(=O)c1cccs1 (configuration not stated)	-1	0.4%	3	-19%	-3%	3%	-5%	-6%	7%
Cc1cc(C)c(C(=O)c2ccc(C(=O)N3CCCCC3)cc2)c(C)c1	-1	-2.6%	-13	-25%	-3%	0%	-1%	1%	-8%
O=C(Nc1cc(S(=O)(=O)N2CCOCC2)ccc1N1CCOCC1)c1ccccc1[N+](=O)[O-]	2	.	4	-5%	-4%	-3%	3%	-1%	-7%
C/C(Cn1cnc([N+](=O)[O-])n1)=N/NC(=O)COc1c(Cl)cc(Cl)cc1Cl	-1	1.3%	2	-3%	-2%	-5%	-23%	0%	-3%
CCOC(=O)COc1ccc2c(c1)C(=O)CC1(CCCCC1)O2	-1	1.1%	5	-2%	-2%	134%[activator]	1%	2%	11%
COC(=O)c1ccc(CSc2nc3c(c(=O)n2-c2ccc(F)cc2)SCC3)o1	3	-1.2%	0	-1%	-3%	3%	-2%	1%	2%
CCN1CCN(CCCNC(=O)c2ccc(CS(=O)c3ccc(Br)cc3)o2)CC1 (configuration not stated)	-3	0.5%	3	-19%	-6%	1%	2%	4%	-12%
O=P(O)(COc1ccccc1)COc1ccccc1	-3	-0.6%	3	-27%	0%	3%	4%	0%	0%

For convenience, some entries already given.
SMILES	LDHA block	RXFP1 ag	PI4K2A block	USP1-UAF1 inh	GRP78 ERSR act	TrxR1 substrate	Vif-A3G inh	Vif-APOBEC3F blk	IDH1 R132H inh
CN(C)/C=C/C(=O)c1cnc(-c2cccc(Cl)c2)s1	-1	4.0%	-4	-19%	0%	-1%	0%	5%	0%
OC(CSc1ccccc1)CN1CCN(c2cccc(Cl)c2)CC1 (configuration not stated)	0	.	-4	-10%	-2%	12%[57.1 µM]	-4%	-11%	9%
Cc1ccccc1N=C1SC(CC(=O)Nc2ccc3ccccc3c2)C(=O)N1Cc1ccccn1 (configuration not stated)	-5	5.5%	-3	-16%	-2%	0%	-9%	6%	-8%

Back to the main list, starting four compounds before the break.
SMILES	LDHA block	RXFP1 ag	PI4K2A block	USP1-UAF1 inh	GRP78 ERSR act	TrxR1 substrate	Vif-A3G inh	Vif-APOBEC3F blk	IDH1 R132H inh
CCOC(=O)COc1ccc2c(c1)C(=O)CC1(CCCCC1)O2	-1	1.1%	5	-2%	-2%	134%[activator]	1%	2%	11%
COC(=O)c1ccc(CSc2nc3c(c(=O)n2-c2ccc(F)cc2)SCC3)o1	3	-1.2%	0	-1%	-3%	3%	-2%	1%	2%
CCN1CCN(CCCNC(=O)c2ccc(CS(=O)c3ccc(Br)cc3)o2)CC1 (configuration not stated)	-3	0.5%	3	-19%	-6%	1%	2%	4%	-12%
O=P(O)(COc1ccccc1)COc1ccccc1	-3	-0.6%	3	-27%	0%	3%	4%	0%	0%
CN(C(=O)c1cccc(NC(=O)c2cccs2)c1)c1ccccc1	-4	-1.7%	1	-2%	-3%	-13%	-8%	-1%	2%
O=C(O)c1ccc(/C=C/c2nc3ccccc3c(=O)[nH]2)cc1	-3	6.0%	-2	-7%	-1%	-11%	-5%	-14%	7%
COc1ccc(C(CNS(=O)(=O)c2ccc(NC(C)=O)c(OC)c2)N2CCCC2)cc1 (configuration not stated)	-3	.	4	-21%	0%	-4%	0%	-2%	1%
CC(=O)N1CCOc2cc(S(=O)(=O)NCc3ccc(F)cc3)c(C)cc21	-7&1	3.0%&24%	-7&5	-15%&-17%	-2%&-1%	-1%	0%&0%	-2%&-2%	-4%&-2%
COc1ccc(C)cc1NC(=O)CSc1nnc(CC(=O)Nc2ccccc2C)n1C	1	0.6%	5	-16%	-3%	5%	3%	6%	5%
CC(=O)Nc1ccc(NC(=O)CSc2nc3ccccc3nc2N2CCCCC2)cc1	-13&-7&-2	-0.6%&1.8%	1&1	?	0%&-2%	8%&-4%	-2%&-2%	1%&-4%	?
COc1ccccc1-c1cc2nc(C)c(CCC(=O)Nc3cc(C)ccc3C)c(C)n2n1	-5	19%	-4	-14%	-6%	18%	1%	-4%	-13%
COc1ccccc1C(=O)NCC(=O)N/N=C/c1cc(Br)ccc1OCc1ccccc1	-9	0.0%	1	-18%	1%	-4%[57.1 µM]	1%	-2%	7%
CCC(C)C(=O)Nc1cc(Cl)ccc1C(=O)O (configuration not stated)	-7	4.7%	1	-23%	-2%	19%	0%	-16%	13%
COc1ccc(Cn2c(N)c(C#N)c3nc4ccccc4nc32)cc1OC	11	3.9%	-27	-8%	-7%	26%	?	3%	-3%
Cc1ccc(S(=O)(=O)NCC(=O)N(CC(=O)NC2CCCC2)c2ccc3c(c2)OCCO3)cc1	-1	1.3%	-4	-10%	-1%	-1%	-2%	-4%	4%
Cc1ccc(C(C)C)c(OCC(=O)NN=C2CCCCCCC2)c1	-4	1.6%	0	-20%	-3%	-5%	?	2%	8%
C=CCc1ccc(OCCCCNC(C)CC)c(OC)c1 (configuration not stated)	-12	1.5%	-1	2%	1%	-7%	2%	-1%	7%
CCOC(=O)c1nn(-c2ccc(F)cc2)c(=O)cc1OCC(=O)Nc1ccc(OCC)cc1	-3	1.3%	-4	-11%	-4%	5%	1%	-1%	-3%
CC(C)c1cc(=O)n2c(nc3ccccc32)[nH]1	-9	0.0%	-2	-4%	0%	31%[activator]	0%	6%	-6%
COc1nc(Nc2cccc(F)c2)nc(OC)n1	-10	-1.0%	2	-8%	-1%	4%	-13%	-2%	-3%
Cc1ccc(S(=O)(=O)c2cn(Cc3cccc(C)c3)c3cc4c(cc3c2=O)OCO4)cc1	-4	1.0%	-5	-6%	2%	-5%	-9%	2%	28%

Assay outcomes deposited in PubChem BioAssay by National Center for Advancing Translational Sciences (NCATS).
